MBNL1 CUG block: MBNL1-poly(CUG) RNA binding inhibition; Q9NR56; TR-FRET MBNL1-His/biotin-(CUG)12 binding, 665/545 ratio; Potency, µM (top dose mostly 57.5 µM), for inactives: top-dose activity change, negative = inhibition, usual class: inhibitors; 0.036% of 280,000 active; active = well fitted inhibition curve with a large enough effect in the signal ratio, with a control signal flat, not every such curve was filed as active; inconclusive = small, poorly fitted or top-dose-only effect, or effect the other way, or a change in a side signal; inactive = no such curve, though single readings can be large or run the other way; the % refers to the signal ratio; note: % is set by controls: 0 for no effect and ±100 for the full control effect
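MBNL1-His + Biotin-(CUG)12, cpd titration 92 nM–58 uM; Tb anti-His Ab 0.055 ng/ul, SA-XL665 5 nM (final); 60 min RT; ratiometric 665/545 nm, Ex 340 nm; normalized to buffer and full-complex controls.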
ELG1 genotox: inducers of genotoxicity in HEK293T ELG1-luciferase cells; HEK293T ELG1-luciferase reporter, luminescence, 16 h; Potency, µM (top dose mostly 46 µM), for inactives: top-dose activity change, positive = activation, actives largely listed as activators; 1.3% of 330,000 active; note: % of control where 0% means no effect; nearly all actives have a fitted effect of over 60% in size
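Step 1: seed 2,000 HEK293T ELG1-luciferase cells per well. Step 2: add compound or DMSO, incubate 16 hr at 37 °C. Step 3: ONE-Glo, 30 min at room temperature, read luminescence.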
RORg inh: blocks mouse ROR gamma transcriptional activity | P51450 | Drosophila S2 Gal4-RORgamma UAS-luciferase reporter, 20 h | Potency, µM (titrated, usually from 53.6 µM), without a hit: at the top dose activity change, negative = inhibition, actives largely listed as inhibitors | 5.4% of 310,000 active; note: % is set by controls: 0 for no effect and ±100 for the full control effect; nearly all actives have a fitted effect of over 60% in size
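In this cell-based reporter format, copper sulfate (700 uM final) drives Gal4–ROR gamma fusion expression from a metallothionein promoter in Drosophila Schneider cells; compounds preincubated 1 hr, reporter read after 20 hr at ambient temperature.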
FLuc modulator: counter-screen for miR-21 project: firefly luciferase inhibitors or activators; P08659; purified FLuc, Km substrates, luminescence inhibition; Potency, µM (doses to about 57.5 µM), for the others: at the highest dose activity change, negative = inhibition, most hits filed as inhibitors; 6.9% of 360,000 active;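 note: plate controls were vehicle for no effect and reference inhibitor for full effect; nearly all actives have a fitted effect of over 55% in size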
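Biochemical qHTS of compounds, final roughly 60 µM downward over six points, against 10 nM purified firefly luciferase using Km concentrations of substrates (10 uM D-luciferin, 10 uM ATP) in Tris acetate pH 7.5 buffer; luminescence output.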
Rab9 prom act: activates the Rab9 promoter; Huh7 Rab9 promoter-luciferase reporter, luminescence, 24 h; 2.8% of 320,000 active; Potency, µM (series often up to 9.22 µM), without a hit: top-dose activation, negative = inhibition, hits mostly activators; note: % of control where 0% means no effect; nearly all actives have a fitted effect of over 60% in size
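Promoter activation is measured as luciferase luminescence in Huh7 cells stably transfected with a Rab9 promoter–luciferase construct, following 24 h compound exposure at 37 °C and 10 min reagent incubation at ambient temperature.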
uPA generation: blocks generation of uPA at the cell surface | AID 540303 | 0.31% of 330,000 active | cell surface uPA generation assay, qHTS | Potency, µM (series often up to 38.3 µM), for inactives: top-dose activity change, negative = inhibition, hits mostly inhibitors; active = well fitted inhibition curve with a large enough effect; inconclusive = small, poorly fitted or top-dose-only effect; inactive = no such curve, though single readings can be large or run the other way; tested in mouse RAW 264.7 cells; note: % is set by controls: 0 for no effect and ±100 for the full control effect; nearly all actives have a fitted effect of over 55% in size
NPC1 promoter act: activators of NPC1 promoter | AID 485313 | Huh7 NPC1 promoter luciferase reporter, 24 h | 2.4% of 320,000 active | Potency, µM (titrated, usually from 9.22 µM), for inactives: at the top dose activation, hits mostly activators;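 note: % of control where 0% means no effect; nearly all actives have a fitted effect of over 60% in size; reporter is driven by a mutant NPC1 promoter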
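Quantitative HTS used a cell-based reporter: Huh7 cells stably bearing the NPC1 promoter upstream of luciferase were treated with compounds for 24 h, and promoter activation was read as luminescence.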
CXXC DNA block: inhibitors of human MLL CXXC domain-DNA interaction | MLL-CXXC / FITC-HOXA9 DNA fluorescence polarization | AID 2662 | 0.037% of 290,000 active | Potency, µM (series often up to 115 µM), for inactives: at the top dose activity change, negative = inhibition, most hits filed as inhibitors; active = well fitted inhibition curve with a large enough effect in the polarisation, with a control signal flat, not every such curve was filed as active; inconclusive = small, poorly fitted or top-dose-only effect, or effect the other way, or a change in a side signal; inactive = no such curve, though single readings can be large or run the other way; the % refers to the polarisation
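Fluorescence polarization: 7 uM MLL-CXXC (stock) preincubated 5 min with compounds, then 50 nM fluorescein-HOX-A9 DNA (stock) added; 30 min ambient. Buffer 50 mM Tris-HCl pH 7.5, 50 mM NaCl, 1 mM DTT, 0.05% BSA.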
BRCA1 expr up: BRCA1 expression activation | MCF7-BRCA1-FFLuc reporter, luminescence, 48 h; response scale: scaled: vehicle 0%, 10 µM genistein 100% | Potency, µM (titrated, usually from 46.1 µM), inactives show top-dose activation, hits mostly activators | 1.1% of 380,000 active; note: nearly all actives have a fitted effect of over 80% in size; some results filed as inactive show a strong effect at the top dose
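MCF7-BRCA1-FFLuc, 2000 cells/well; 2 h attach, 37 °C/5% CO2; compound 48 h; luciferase substrate 15 min; luminescence end-point. Norm. to genistein 10 microM max activation and DMSO; concentration-response curves fitted.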
VP16 counter: Gal4-VP16 reporter inhibition counter-screen. Drosophila S2 Gal4-VP16 UAS-luciferase, luminescence, 20 h. Potency, µM (top dose mostly 53.6 µM), without a hit: top-dose activity, negative = inhibition, most hits filed as inhibitors. 3.5% of 310,000 active. AID 2546;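 note: Gal4-VP16 expression switched on by copper sulfate through the metallothionein promoter; % is set by controls: 0 for no effect and ±100 for the full control effect; nearly all actives have a fitted effect of over 50% in size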
p53 reactivation: mutant p53 re-activation in reporter cells; Potency, µM (titrated, usually from 92.2 µM), inactives show at the highest dose activity change, positive = activation, usual class: activators; AID 504706; 0.063% of 320,000 active; H1299 p53-A138V BP100-luciferase reporter, luminescence, 24 h; note: % of control where 0% means no effect; nearly all actives have a fitted effect of over 45% in size
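p53-null H1299 cells stably carrying temperature-sensitive p53-A138V and a BP100-luciferase reporter were pinned with compounds (4-point, 1:5 series) and held 24 hrs at 37 deg C. Luminescence was read 10 min after detection reagent.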
* = called active by the depositor; ? = inconclusive; · = not tested or not shown; & = joins results of further samples; [ ] = another dose, or the depositor's remark. Unless noted, calls come from the whole dose curve; as a rule, active = well fitted curve in the direction sought with a large enough effect; inconclusive = small, poorly fitted or top-dose-only effect, or another doubt; inactive = no such curve, though single readings can be large; an effect the other way counts as inactive or inconclusive. Potency is the fitted concentration of half-maximal effect.

SMILES	MBNL1 CUG block	ELG1 genotox	RORg inh	FLuc modulator	Rab9 prom act	uPA generation	NPC1 promoter act	CXXC DNA block	BRCA1 expr up	VP16 counter	p53 reactivation
Cc1cnn(-c2nc(-c3ccccc3)cc(-c3ccccc3)n2)c1	11.9%	-9.7%	3.16µM*	1.1%	-9.3%	-9.3%	-10.2%	0.6%	-50.4%	11.2µM*	-0.4%
CN(C)c1nc(Oc2ccc(N)cc2)nc(N(C)C)n1	-0.6%	-4.3%	38.9%	10.6%	1.4%	0.1%	-0.1%	-3.2%	1.7%	0.3%[0.365 µM]	-3.2%
COCCCn1c(=O)c2ccccc2n2c(=S)[nH]nc12	-6.3%	0.4%	?	-1.5%	2.5%	-2.7%	-0.3%	1.1%	-0.4%	-18.0%	-5.7%
COc1ccc(OCC(=O)NC(=O)c2ccccc2)c([N+](=O)[O-])c1	·	0.7%	·	1.5%	-2.7%	7.0%	-5.8%	·	2.9%	·	-3.9%
N#CCC(=O)N/N=C/c1ccc(OS(=O)(=O)c2ccccc2)cc1	7.9%	0.3%	43.9%	0.6%	2.7%	·	-2.0%	5.7%	3.9%	22.5%	1.5%
CCOc1ccc(NC(=O)c2ccccc2C(=O)c2ccccc2)cc1OCC	-1.9%	-4.0%	-0.4%	4.0%	-1.0%	-5.2%	-5.8%	14.8%	0.0%	-6.2%	-3.8%
O=S(=O)(c1ccc(S(=O)(=O)N2CCN(C3CCCCC3)CC2)cc1)N1CCCCCC1	-6.9%	6.5%	-11.8%	2.3%	-3.7%	-4.9%	6.5%	-0.4%	-2.7%	-5.2%	-2.4%
Cn1cc(/C=N/Nc2ccccc2)c2ccccc21	1.2%	?	5.1%	13.5µM*	?	-1.8%	14.4%	0.6%	-34.3%	-4.2%	3.4%
O=C(c1cccnc1)N1C2CCC1CC(O)(c1ccc(F)cc1)C2 (configuration not stated)	2.1%	-0.3%	18.0%	3.9%	0.7%	6.6%	-8.6%	-6.1%	14.1%	-1.5%	5.9%
O=C(COc1c(F)c(F)c(C(F)(F)F)c(F)c1F)Nc1ccc(N2CCOCC2)c(Cl)c1	-13.7%	2.0%	?	2.7%	-8.5%	3.9%	0.8%	1.6%	-28.7%	-2.0%[0.365 µM]	-1.7%
Cc1ccccc1N(CC(=O)NCCc1ccccc1)C(=O)c1ccc(N2CCCC2)nc1	-2.0%	-0.7%	0.8%	5.5%	-1.2%	-3.2%	-1.9%	3.9%	-17.5%	-15.5%	0.7%
COCCSc1nnc(NC(=O)c2ccc(OC)c([N+](=O)[O-])c2)s1	-4.3%	0.2%	7.0%	-8.6%	7.7%	0.9%	-0.1%	-3.5%	-17.6%	-7.8%	-0.6%
CCN1C(=O)c2ccc(C(=O)Nc3ccc(O)cc3C)cc2C1=O	?	0.0%	19.3%	?	-1.9%	3.0%	1.7%	-1.2%	6.3%	-2.7%	-3.0%
CC(C)(C)C(=O)Nc1cc(S(=O)(=O)Nc2ccc(Cl)cc2)ccc1Cl	-3.7%	-2.0%	33.0%	0.2%	-2.9%	-0.1%	-1.2%	18.4%	-23.2%	?	6.6%
Cc1onc(-c2ccccc2)c1C(=O)Nc1nnc(N(C)Cc2ccccc2)s1	-5.5%	-1.7%	-107.7%	-4.9%	0.0%	-1.5%	-0.1%	-0.2%	-6.8%	?	-6.6%
COc1ccc(OC)c(/C=c2\sc3nc(-c4cccs4)nn3c2=O)c1	-5.1%	-1.7%	44.9%	2.1%	3.1%	-10.7%	-3.0%	?	11.6%	-4.6%	-5.3%
CCOc1ccc(NC(=S)N2CCCC2)cc1	-3.2%	25.9%	-15.6%	-0.9%	0.8%	0.3%	-2.7%	7.7%	14.8%	-5.5%	13.8%
Cc1c(C(=O)O)oc2c3c(ccc12)OCCO3	8.4%	-3.5%	-35.7%	5.5%	-1.4%	2.8%	0.6%	-5.5%	-23.3%	2.0%	-3.3%
CCn1c(COc2ccc(C)cc2)nc2ccccc21	15.7%	13.4%	8.91µM*	8.49µM*	2.82µM*	1.6%	?	2.4%	110.3%	?	9.2%
Cc1ccc(C2(c3ccccc3)NC(=O)N(CC(=O)N(C)C3CCS(=O)(=O)C3)C2=O)cc1C (configuration not stated)	·	5.2%	·	-1.7%	-5.2%	15.2%	-5.3%	·	-4.4%	·	-1.9%
COc1ccc(CCNc2ncnc3cc(OC)c(OC)cc23)cc1OC	-6.7%	-27.3%	?	-4.3%	-3.9%	-10.3%	-16.1%	-2.2%	-36.4%	-15.9%[10 µM]	-8.1%
Fc1cccc(-n2cc(-c3ccccc3)c3c(=S)nc[nH]c32)c1	30.6%[activator]	-0.3%	2.51µM*	2.6%	-4.6%	-26.1%	1.2%	1.7%	-20.7%	0.631µM*	10.1%
Cc1cc(C(=O)COC(=O)c2ccccc2NCCO)c(C)n1CC1CCCO1 (configuration not stated)	-3.3%	?	0.794µM*	1.51µM*	?	?	?	10.1%	50.2%	1.58µM*	14.5%
O=S(=O)(Nc1ccccc1N1CCOCC1)c1ccc(Cl)cc1	·	2.2%	·	2.2%	2.8%	5.7%	1.0%	·	-2.1%	·	3.0%
CN1CCN(C(=O)/C(=C\c2cccs2)NC(=O)c2ccco2)CC1	9.5%	2.0%	1.5%	0.7%	4.4%	0.1%	-3.3%	6.1%	-30.5%	-2.2%	-0.8%
CC(=O)c1sc(=S)n(-c2ccccc2)c1C	?	-2.3%	-8.6%	-1.3%	-3.0%	3.9%	-0.5%	28.4%	0.0%	4.2%	1.4%
COc1ccc(C2C(C(C)=O)=C(C)N=c3s/c(=C/c4ccc5c(c4)OCO5)c(=O)n32)cc1 (configuration not stated)	7.3%	-4.8%	18.3%	-2.2%	-5.7%	·	-7.8%	3.9%	·	-0.8%	16.5%
Cc1ccc(NC(=O)c2ccccc2F)cc1S(=O)(=O)N1CCCCCC1	-1.5%	-8.7%	16.9%	-16.5%	-12.0%	5.7%	0.9%	-0.4%	-27.2%	6.3%	-3.6%
Cc1ccc(-n2c(SCC(N)=O)nc3c(oc4ccccc43)c2=O)cc1	9.3%	-3.6%	-34.7%	3.7%&0.4%	3.4%	0.7%	0.1%	8.1%	-16.1%&-20.1%	-5.5%	-6.7%
CCOc1cc(C)c(Cl)cc1S(=O)(=O)n1nnc2ccccc21	-12.1%	-12.4%	6.4%	3.7%[2.3 µM]	-0.6%	0.8%	-0.3%	-0.3%	-3.6%[1.84 µM]	1.1%	1.8%
O=C(CNC(=O)c1sc2ccccc2c1Cl)NCc1ccc(F)cc1	·	4.3%	·	?	-0.3%	0.9%	-1.6%	·	-24.1%	·	-12.0%
Cc1ccc(C(=O)Nc2sc3c(c2C(=O)NCc2ccco2)CCCC3)cc1	-2.5%	12.8%	?	-17.7%	0.8%	-3.3%	-2.8%	4.4%	-2.2%	-28.4%	-1.4%
Cc1ccc2nc3c(cc(S(=O)(=O)c4ccccc4)c(=N)n3Cc3ccco3)c(=O)n2c1	?	2.4%	-30.2%	2.5%	10.8%	-5.9%	12.4%	?	15.4%	-14.4%	6.2%
O=C(O)C1CC(=O)N(CCOc2ccccc2)C1 (configuration not stated)	-0.5%	-8.1%	-23.3%[0.365 µM]	6.1%	-3.6%	8.0%	2.1%	2.0%	14.0%	·	-1.5%
CCCC(C)C(=O)Nc1nc(C)c(-c2csc(Nc3cc(Cl)ccc3C)n2)s1 (configuration not stated)	31.5%[activator]	-4.7%	37.7%	4.6%	-2.2%	?	-6.1%	6.4%	0.0%	?	8.2%
COc1ccccc1CNC(=O)COC(=O)/C=C/c1cccs1	·	0.2%	-5.5%	2.0%	-4.9%	1.6%	0.1%	4.8%	-3.7%	-1.5%	-1.6%
COc1ccc(OC)c(N2CC(O)=C(c3nc4ccccc4s3)C2=N)c1	-16.2%	-4.1%	19.3%	?	-9.1%	-5.0%	9.6%	-5.1%	-30.2%	4.1%	-5.2%

Complete entries, quoted from the list.
Listed for Cc1ccc(C(=O)Nc2sc3c(c2C(=O)NCc2ccco2)CCCC3)cc1 → MBNL1 CUG block: -2.5%; ELG1 genotox: 12.8%; RORg inh: ?; FLuc modulator: -17.7%; Rab9 prom act: 0.8%; uPA generation: -3.3%; NPC1 promoter act: -2.8%; CXXC DNA block: 4.4%; BRCA1 expr up: -2.2%; VP16 counter: -28.4%; p53 reactivation: -1.4%
Listed for CCCC(C)C(=O)Nc1nc(C)c(-c2csc(Nc3cc(Cl)ccc3C)n2)s1 (configuration not stated) → MBNL1 CUG block: 31.5%[activator]; ELG1 genotox: -4.7%; RORg inh: 37.7%; FLuc modulator: 4.6%; Rab9 prom act: -2.2%; uPA generation: ?; NPC1 promoter act: -6.1%; CXXC DNA block: 6.4%; BRCA1 expr up: 0.0%; VP16 counter: ?; p53 reactivation: 8.2%

A portion of the library, so the mix of outcomes need not match the whole.
